# PfHsp90 yeast 2 = growth inhibition of PfHsp90-expressing yeast, primary screen, antimalarial PfHsp90 inhibitor project, S. cerevisiae, BacTiter-Glo luminescence, single point, set 2 | 310,000 tested, 0.32% active | AID 504621, 2011 | inhibition, % at 9.4 µM | BacTiter-Glo ATP, 48 h; yeast lacking PDR1 and PDR3 efflux regulators;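 active means every replicate shows inhibition above about 80%, whatever the replicate mean, limit read from the data; inconclusive means mean inhibition reaches the set limit but some replicate falls short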;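 further: 0% = DMSO neutral controls and 100% = 20 µM radicicol positive controls; yeast relying on Plasmodium falciparum Hsp90 in place of its own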
# DAGLB inhibitor = DAGLB lipase inhibitors, primary screen, biochemical, fluorescence, HTS | Diacylglycerol lipase-beta (Homo sapiens), Q8NCG7 | HEK293T DAGLB membrane lysate, EnzChek fluorogenic substrate | inhibition, % at 5.17 µM | 340,000 tested, 0.059% active | AID 504411, 2011; in the data active means inhibition above about 34%;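 further: 0% = enzyme with vehicle and 100% = wells lacking enzyme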
# Target sequence (Q8NCG7 whole entry, looked up): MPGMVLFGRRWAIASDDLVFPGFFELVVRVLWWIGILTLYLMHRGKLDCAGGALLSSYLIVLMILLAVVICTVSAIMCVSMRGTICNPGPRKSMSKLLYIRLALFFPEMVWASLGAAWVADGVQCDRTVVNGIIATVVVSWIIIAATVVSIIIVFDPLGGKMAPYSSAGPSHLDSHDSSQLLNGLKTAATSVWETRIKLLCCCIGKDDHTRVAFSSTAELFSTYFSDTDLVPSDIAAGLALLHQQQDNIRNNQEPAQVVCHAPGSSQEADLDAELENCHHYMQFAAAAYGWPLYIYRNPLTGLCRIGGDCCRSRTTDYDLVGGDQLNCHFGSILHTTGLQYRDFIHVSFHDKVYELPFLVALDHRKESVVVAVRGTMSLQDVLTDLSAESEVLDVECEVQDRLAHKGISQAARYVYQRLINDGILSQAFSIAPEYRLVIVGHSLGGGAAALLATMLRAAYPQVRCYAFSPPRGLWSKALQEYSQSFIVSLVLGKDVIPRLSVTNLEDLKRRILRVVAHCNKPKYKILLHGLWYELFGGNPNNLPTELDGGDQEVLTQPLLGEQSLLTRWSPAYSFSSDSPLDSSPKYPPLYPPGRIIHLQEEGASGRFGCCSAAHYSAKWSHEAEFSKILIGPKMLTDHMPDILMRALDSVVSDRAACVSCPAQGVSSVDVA
# Wnt act = Wnt/beta-catenin pathway activators, primary screen, cell-based, plate reader, single point; Wnt/beta-catenin reporter cell assay, activator; activation, % at 9.35 µM; 300,000 tested, 1.2% active; AID 743398, 2014; in the data active means activation above about 30%, passing the limit was not always enough; inconclusive means no clear call, values can overlap the other calls;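 further: 0% = neutral control wells and 100% = positive control wells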
# AddAB inh = growth inhibition of E. coli expressing H. pylori AddAB, primary screen, AddAB inhibitor project, absorbance; inhibition, % at 11.9 µM; 330,000 tested, 0.29% active; in the data active means inhibition above about 12%;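 further: 0% = vehicle wells of infected cells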
# Tat transport = E. coli Tat export inhibitors, primary screen, MC4100, TorA-mCherry reporter, fluorescence, single point | inhibition, % at 10 µM | 340,000 tested, 0.036% active;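 active means mean replicate inhibition at least 50% and at least half of replicates individually reaching 50%; inconclusive means only one of the two criteria met; inactive means neither criterion met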;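 further: exported cargo escapes ClpAP degradation while cytoplasmic cargo is degraded and loses fluorescence; 0% = median of neutral control wells and 100% = median of NaSCN control wells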
# phage Ecoli inh = growth loss of phage-infected E. coli, primary screen, RecBCD inhibitor project, absorbance, with phage, HTS; inhibition, % at 11.9 µM; 360,000 tested, 0.26% active; AID 651602, 2012; in the data active means inhibition above about 11%
# Ecoli viability = E. coli V3065 growth inhibition, primary screen, counter-screen for AddAB inhibitor project, absorbance, OD600; 18 h; inhibition, % at 11.9 µM; 330,000 tested, 0.27% active; AID 449728, 2010;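 active means inhibition above the campaign's mean inhibition across all tested compounds plus 3 SD, cut at about 9.9% in these data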;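 further: uninfected addAB+ strain grown without phage in ampicillin broth; 0% = DMSO wells and 100% = ciprofloxacin 0.95 µg/ml wells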
# PvdQ inh = P. aeruginosa PvdQ acylase inhibitors, primary screen, biochemical, fluorescence, plate reader and imaging, single point. purified PvdQ acylase. PvdQ acylase [Pseudomonas aeruginosa LESB58]. inhibition, % at 10 µM. 340,000 tested, 0.063% active; in the data active means inhibition above about 30%, passing the limit was not always enough; inconclusive means no clear call, values can overlap the other calls;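 further: 0% = vehicle neutral wells and 100% = reference inhibitor wells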
# CAL PDZ FP = CAL PDZ peptide-binding inhibitors, primary screen, biochemical, fluorescence polarization, Cer-tagged CAL PDZ, HTS. Golgi-associated PDZ and coiled-coil motif-containing protein (Homo sapiens), Q9HD26. purified CAL PDZ, TMR-peptide fluorescence polarization, 1 h. inhibition, % at 20 µM. 330,000 tested, 0.02% active. AID 504414, 2011;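 active means highest replicate inhibition of at least 40%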;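 further: plate controls were DMSO neutral control wells for no effect and unlabeled competitor peptide control wells for full effect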
#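 System: purified tagged CAL PDZ domain construct (CerCALP). Schedule: 1 h incubation at room temperature before polarization reading. Medium: 25 mM sodium phosphate pH 7.4, 150 mM NaCl, TCEP, IgG, Thesit. Read-out: percent inhibition from loss of millipolarization. Measured by: FP readout, S and P plane fluorescence. Probe or stimulus: fluorescent TMR peptide probe.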
# Rtt109 Vps75 = inhibitors of C. albicans Rtt109/Vps75 HAT, primary screen, biochemical, ThioGlo CoA-SH fluorescence, plate reader; Histone acetyltransferase RTT109 (Candida albicans (strain SC5314 / ATCC MYA-2876)), …; purified Rtt109/Vps75, 4 h; inhibition, % at 34.9 µM; 330,000 tested, 0.16% active; AID 540336, 2011;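 active means inhibition of at least 50% in every replicate; inconclusive means best replicate reaches 50% inhibition but some replicates fall short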
# Target sequence (Q5AAJ8 whole entry, looked up): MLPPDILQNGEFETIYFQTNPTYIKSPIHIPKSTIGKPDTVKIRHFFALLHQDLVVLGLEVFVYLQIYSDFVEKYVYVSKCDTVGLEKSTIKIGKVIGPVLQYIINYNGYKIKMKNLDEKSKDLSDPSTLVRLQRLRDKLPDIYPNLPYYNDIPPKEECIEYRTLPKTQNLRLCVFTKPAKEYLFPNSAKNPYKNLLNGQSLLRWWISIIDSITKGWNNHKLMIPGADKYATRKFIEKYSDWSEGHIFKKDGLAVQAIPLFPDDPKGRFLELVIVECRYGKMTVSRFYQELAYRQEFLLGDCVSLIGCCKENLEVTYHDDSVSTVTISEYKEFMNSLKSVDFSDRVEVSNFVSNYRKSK
# Starred values were filed as active, the others as inactive; ? = inconclusive; . = no result given.
entry	SMILES	PfHsp90 yeast 2	DAGLB inhibitor	Wnt act	AddAB inh	Tat transport	phage Ecoli inh	Ecoli viability	PvdQ inh	CAL PDZ FP	Rtt109 Vps75
1	CCCc1nnc(SCC(=O)Nc2ccc(OC)cc2)o1	-24	-1	2	2.3	3	2.8	1.5	13	-3.3	-6
2	O=C(NC(=S)Nc1cccc(O)c1)C1CCCCC1	.	-2	-4	-1.4	3	4.1	1.1	3	-0.7	0
3	COc1ccc(NS(=O)(=O)c2cc(N/C(=N\S(=O)(=O)c3ccccc3)c3ccc(F)cc3)ccc2Cl)cc1	-8	-1	.	0.3	1	3.2	0.0	-5	-0.2	0
4	COC(=O)c1ccc(NC(=O)CSCc2ccccc2)cc1	5	-6	.	-0.6	-4	.	-2.7	2	-0.7	-9
5	CCC(C(=O)NC1CCCC1)N(C(=O)Cn1nnc(-c2ccc(C)o2)n1)c1ccccc1OC (configuration not stated)	-6	-2	-1	1.4	1	-0.7	2.8	-1	-1.3	0
6	CCCCNC(=S)N/N=C/c1ccc(C)s1	-13	2	.	-0.2	-7	0.0	1.2	-18	-0.4	-9
7	CSc1ccc(Cl)c(C(=O)OCC(=O)NCc2ccco2)c1	-6	-4	.	1.9	5	1.6	0.0	11	-0.1	8
8	CCOC(=O)COc1ccc(Br)cc1/C=C/c1[nH]c(=O)[nH]c(=O)c1[N+](=O)[O-]	-34	12	5	1.5	-1	4.0	1.7	-8	-0.4	10
9	CCN1C(=O)[C@H]2[C@@H](c3ccc(C)cc3)N3C(=O)N(c4cccc(Cl)c4)C(=O)[C@@]3(Cc3ccc(Cl)cc3)[C@H]2C1=O	-2	-9	-3	2.0	-2	5.0	3.2	-5	0.1	5
10	C=CCN1C(=O)/C(=C\c2cccc(OC(=O)c3ccco3)c2)SC1=S	-34	-2	-5	3.0	-5	-0.6	-0.8	-16	-0.2	-8
11	O=C(c1cn(-c2ccccc2)nc1-c1cccs1)N1CCN(c2ccccc2)CC1	-6	-1	.	-3.1	13	.	1.1	-6	-0.5	1
12	CC(NC(=O)C(=O)Nc1nccs1)c1ccccc1 (configuration not stated)	2	0	0	-0.4	-5	4.2	-3.4	-14	-0.5	-5

# Along the list, from the results shown:
# Compounds 3–9 in Rtt109 Vps75 read 0, -9, 0, -9, 8, 10, 5

# Following part.
entry	SMILES	PfHsp90 yeast 2	DAGLB inhibitor	Wnt act	AddAB inh	Tat transport	phage Ecoli inh	Ecoli viability	PvdQ inh	CAL PDZ FP	Rtt109 Vps75
13	O=C(CN(C(=O)c1csnn1)c1ccc(F)cc1)NCCc1ccccc1	-10	0	-3	0.8	0	3.6	1.3	-14	-2.2	-13
14	Cn1c(=O)n(CC(=O)NCC2CCCO2)c(=O)c2c3c(sc21)CCCC3 (configuration not stated)	-27	2	1	4.5	2	-2.0	0.0	-4	-3.1	12
15	COCCCN1C(=O)C(=O)/C(=C(/O)c2ccc(S(=O)(=O)N3CCCCC3)cc2)C1c1ccc(F)cc1 (configuration not stated)	15	-3	-1	1.7	1	3.2	-0.1	9	0.6	2
16	Cc1c(OC(C)C(=O)NCC(O)c2ccccc2)ccc2c3c(c(=O)oc12)CCC3 (configuration not stated)	-15	1	1	34*	2	0.9	28*	-16	0.3	-6
17	O=C1c2ccccc2C(=O)N1OCCCN1C(=O)c2ccccc2S1(=O)=O	28	-3	-1	.	12	3.8	.	-2	-0.7	-7
18	COc1ccccc1N1CCN(C(=O)CCCCn2c(=O)[nH]c3ccsc3c2=O)CC1	3	-2	5	-0.8	-6	1.7	0.9	-3	0.0	-16
19	CCC(Oc1ccc(F)cc1)C(=O)N1CCCCCCC1 (configuration not stated)	6	-3	-1	3.0	-12	0.5	-2.4	3	1.2	-6
20	Cc1ccc(S(=O)(=O)N(CC(O)CN2CCCCC2)c2ccccc2)cc1 (configuration not stated)	-27	0	-2	0.2	-5	1.9	-1.0	-7	-0.3	-3
21	CC(C)(C)c1ccc2c(c1)OC(C(=O)N/N=C\c1ccc[nH]1)CO2 (configuration not stated)	0	0	-13	-0.8	5	4.1	1.2	-12	-1.3	13
22	O=C(c1cc2nc(-c3ccco3)cc(C(F)(F)F)n2n1)N1CCN(c2ccccc2)CC1	-10	-1	.	1.8	6	-1.1	1.2	-12	-2.0	.
23	O=C(NC(=S)Nc1cc(Cl)ccc1N1CCOCC1)c1ccccc1[N+](=O)[O-]	-29	-3	0	1.8	10	2.6	-0.4	1	-2.4	-1
24	CC1(c2nnc(-c3ccc(F)cc3)o2)CC(c2cccnc2)=NO1 (configuration not stated)	1	0	-1	2.8	-8	1.8	0.9	-3	-0.5	8
25	CCC(=O)Nc1ccc(N2CCC(C)CC2)cc1	-2	4	0	2.4	-5	0.2	-0.1	-6	.	-3
26	CCOc1ccc(C(=O)Nc2nnc(C3=COCCO3)o2)cc1	.	2	0	-0.6	-9	-3.7	-4.3	-5	-3.8	0
27	O=C(N/N=C\c1ccc(-c2ccc([N+](=O)[O-])cc2)o1)C1COc2ccccc2O1 (configuration not stated)	-5	2	.	1.4	-7	4.7	-1.0	-7	-2.3	-1
28	COc1ccc(N(CC(=O)NCc2ccco2)S(=O)(=O)c2c(C)nn(C)c2C)cc1	-30	-1	-5	-0.6	0	1.6	-1.1	-4	-0.1	-8
29	Cc1ccc(S(=O)(=O)c2nc(S(C)(=O)=O)sc2N2CCCCCC2)cc1	10	3	1	2.2	-3	1.6	1.9	15	-0.1	10
30	COc1ccccc1NC(=O)c1ccc(NC(=O)C2CC2C)cc1 (configuration not stated)	-9	-2	3	1.9	-10	4.3	-0.2	4	-2.2	-28
31	CC(NC(=O)NCCCn1ccnc1)(C(F)(F)F)C(F)(F)F	15	0	-4	1.4	0	3.8	-2.1	-1	.	1
32	COc1cccc(-n2c(COc3ccc(C)cc3)nnc2SCC(N)=O)c1	-8	-1	.	4.1	-3	-1.9	2.3	-1	-1.0	.
33	CCC1(C)Cc2ccccc2-c2nc(-c3ccccc3)oc(=O)c21 (configuration not stated)	.	-10	.	-2.9	-5	2.8	-4.4	-12	-0.8	-2
34	Cc1c(C)c(C)c(S(=O)(=O)N2CCNCC2)c(C)c1C	-3	-1	1	3.4	4	2.5	2.0	-2	-1.4	0
35	Cn1cccc1C(C(=O)NC1CCCCC1)N(C(=O)Cc1cccs1)c1ccc2c(c1)OCO2 (configuration not stated)	-8	-2	.	0.2	-6	0.6	-1.9	-15	-2.1	.
36	CC(C)c1cc(CNC(=O)CC2C(=O)NCCN2CC2CCCCC2)on1 (configuration not stated)	-1	-2	-1	-1.3	-5	3.4	-1.2	-6	1.1	30
37	Cc1ccc(C(=O)OCCOc2cccc(Cl)c2)cc1S(=O)(=O)N1CCOCC1	.	-7	-3	2.6	2	10	0.9	3	-2.5	2
38	CCOC(=O)c1nn(-c2ccc3ccccc3c2)cc1O	6	-1	?	1.5	0	2.3	1.9	-1	-2.0	10
39	CCN1CCN(c2ccc(NC(=O)c3ccc(OC)c(S(=O)(=O)N4CCCC4)c3)cc2)CC1	-9	0	3	1.1	-2	0.5	-0.9	-6	-1.7	-7
40	Cc1ccc(C(=O)COC(=O)c2n[nH]c(=O)c3ccccc23)cc1	15	-1	.	4.7	1	2.9	-0.3	-4	-0.1	0
41	COc1ccc(NS(=O)(=O)c2c(C)n(C)c(=O)n(C)c2=O)cc1OC	-9	0	-2	-1.0	-2	1.4	-0.8	-9	0.7	2
42	O=C(COC(=O)[C@@H]1CCCN1S(=O)(=O)c1ccccc1F)NCc1ccc2c(c1)OCO2	-19	-2	0	0.9	-1	4.2	-1.2	-2	0.6	9
43	O=C1NC(Cc2c[nH]c3ccccc23)C(=O)N1CCOc1ccc(F)cc1 (configuration not stated)	15	-1	-1	0.8	7	2.0	-0.4	-1	-1.8	-2
44	Cc1ccc(CNc2cc(C(=O)O)ccc2C)s1	10	1	0	0.5	-10	0.3	-2.1	-29	-0.2	2
45	Cc1ccn2cc(CNS(=O)(=O)c3ccc4c(c3)OCCO4)nc2c1	4	1	17	-2.1	-6	1.6	0.0	-4	-1.0	-3
46	Cn1c(=O)[nH]c(=O)c2c1nc(Br)n2CCCO	5	1	0	1.6	-8	-0.2	1.6	8	.	21
47	COc1ccc(CC(=O)Nc2ccc(S(=O)(=O)N3CCCC3)cc2)c(OC)c1	-12	-2	-2	0.3	4	1.5	1.4	-11	-0.8	3
48	O=C(C#Cc1ccccc1)Nc1ccccc1F	-2	-2	14	2.8	4	1.5	-2.2	-3	-0.3	-4
49	Cn1cccc1C(=O)OCC(=O)NC(=O)c1ccc(Cl)cc1	1	-2	-2	0.2	-16	3.5	-0.3	-5	-0.1	-10
50	CCN(CC)S(=O)(=O)c1ccc(N2CCOCC2)c(NC(=O)c2ccc(C#N)cc2)c1	7	1	6	2.9	-10	2.6	1.7	3	0.2	-2
51	CCOC(=O)c1cnn(-c2cc(Oc3ccccc3C)ncn2)c1N	-2	-2	.	-1.0	-2	0.7	3.4	-24	-0.8	1
52	CC1Oc2ccccc2N(CC(=O)Nc2ccc3c(c2)OCO3)C1=O (configuration not stated)	-7	0	.	0.2	-2	2.7	-1.0	-6	.	-11
53	Oc1ccc(/C=C/c2ccnc3ccccc23)cc1	3	0	11	0.8	-3	0.7	-1.3	1	-3.0	3
54	CCOc1ccc(C(=O)CCC(=O)NC(CC(C)C)C(=O)OC)cc1 (configuration not stated)	14	-1	-1	0.2	3	1.7	-0.2	-12	-0.7	-18
55	CCN(CC(=O)Nc1ccc(NC(C)=O)cc1)C(=O)c1oc2ccccc2c1C	-8	0	-1	0.3	1	2.0	3.2	11	-5.2	-11
56	Cc1cc(NC(=O)CCN2CCC(C(N)=O)CC2)ccc1Br	4	-5	.	0.5	-12	1.3	-4.5	2	-1.3	3
57	COc1ccc(C(=O)Oc2ccc[nH]c2=O)cc1	10	-2	2	-0.1	-11	-1.1	-0.2	11	-1.0	-11
58	Cc1cc(-c2nn(-c3ccccc3F)cc2CNCCc2cnc[nH]2)c(C)s1	8	-1	-17	2.0	3	3.5	1.4	-21	-1.0	17
59	CCOC(=O)C1=C(O)/C(=C/c2cccc(OC)c2O)N=C1C	-18	1	-12	-0.2	1	4.5	-0.7	-14	0.1	-1
60	COC(=O)CC1C(=O)NCCN1C(=O)c1ccc2oc(C(C)C)nc2c1 (configuration not stated)	3	-2	1	0.3	-7	1.2	-0.5	-12	-1.3	-2

# High-throughput results deposited in PubChem BioAssay by several laboratories.
